Screens: PubChem, several laboratories
BCLXL inh – inhibitors of human Bcl-xL, primary screen, biochemical, fluorescence polarization, HTS; Bcl-2-like protein 1 (Homo sapiens), Q07817; GST-Bcl-xL / FITC-Bim BH3 peptide fluorescence polarization; inhibition, % at 10.9 µM; 0.7% of 320,000 active;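 active = inhibition above the mean of all tested compounds plus 3 SD, cutoff set per campaign, cut at about 30% in these data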;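 also: 0% = DMSO wells and 100% = unlabeled Bim-BH3 peptide competitor; inhibitors lower millipolarization by displacing the labeled peptide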
PME-1 inh – PME-1 inhibitors via competitive probe labeling, primary screen, biochemical, fluorescence polarization, FP-Rh probe, HTS | Protein phosphatase methylesterase 1 (Homo sapiens), Q9Y570 | recombinant PME-1 | inhibition, % at 5.9 µM | 0.53% of 320,000 active;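 active = inhibition above the campaign mean of all compounds plus 3 SD, cut at about 26% in these data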;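 also: competitive labeling of PME-1 active site by serine hydrolase directed probe; 0% = PME-1 with DMSO and 100% = wells lacking PME-1 enzyme; inhibitors block probe labeling so polarization falls and inhibition rises; many of its hits are not listed in these tables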
Target sequence (Q9Y570 whole entry, looked up): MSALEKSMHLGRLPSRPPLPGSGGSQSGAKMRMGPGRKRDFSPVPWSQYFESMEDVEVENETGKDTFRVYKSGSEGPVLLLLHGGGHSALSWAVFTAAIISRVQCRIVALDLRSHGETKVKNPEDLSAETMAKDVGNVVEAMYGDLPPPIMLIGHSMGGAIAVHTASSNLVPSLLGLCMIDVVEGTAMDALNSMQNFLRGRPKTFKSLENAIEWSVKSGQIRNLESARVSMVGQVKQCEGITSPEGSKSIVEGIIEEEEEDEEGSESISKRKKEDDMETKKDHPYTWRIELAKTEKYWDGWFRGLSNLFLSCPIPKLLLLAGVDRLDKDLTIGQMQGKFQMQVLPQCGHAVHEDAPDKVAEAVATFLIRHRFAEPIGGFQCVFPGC
AHR activator – AHR activators, primary screen, cell-based, luminescence, luciferase reporter, human. AHR-responsive luciferase reporter cells. activation, % at 5 µM. 2.5% of 320,000 active. AID 2796, 2010; in the data active = activation above about 47%;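 also: 0% = vehicle wells and 100% = reference agonist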
pPAFAH inh – pPAFAH enzyme inhibitors, primary screen, biochemical, fluorescence polarization, human. Platelet-activating factor acetylhydrolase (Homo sapiens), Q13093. recombinant pPAFAH, FP-rhodamine probe fluorescence polarization. inhibition, % at 3.39 µM. 1.5% of 330,000 active. AID 463082, 2010;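 active = inhibition above the mean inhibition across the screen plus 3 SD, cut at about 25% in these data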;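 also: inhibitors block binding of the rhodamine activity-based probe so polarization drops; 0% = enzyme with DMSO and 100% = wells lacking pPAFAH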
Fam108B inh – mouse Fam108B serine hydrolase inhibitors, primary screen, counter-screen for RBBP9 inhibitor project, biochemical, fluorescence polarization. AID 1947, 2009. recombinant Fam108B, FP-Rh probe fluorescence polarization. 0.33% of 300,000 active. inhibition, % at 9.51 µM;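 active = inhibition above the screen mean inhibition plus 3 SD, computed separately per campaign, cut at about 18% in these data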;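 also: inhibitors lower polarization as less probe binds the enzyme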
MEX-5 binding – MEX-5 zinc finger RNA-binding disruptors – biochemical, C. elegans, fluorescence polarization, MLPCN library, primary screen; Zinc finger protein mex-5 (Caenorhabditis elegans), Q9XUB2; MEX-5/FITC-TCR2 RNA binding; hits give low values; activity score (negative = inhibition of binding), % at 10 µM; 0.38% of 300,000 active;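 active = inhibition past about -25% in most replicates, and total fluorescence under double the plate's negative control median, limit read from the data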;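 also: 0% = DMSO and -100% = 5 µM competing unlabeled TCR2 RNA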
PAFAH1B2 FP inh – PAFAH1B2 enzyme inhibitors, primary screen, biochemical, fluorescence polarization, human | recombinant PAFAH1B2, FP-rhodamine activity probe | inhibition, % at 3.39 µM | AID 492953, 2010 | 1.2% of 340,000 active;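 active = inhibition above the mean of all tested compounds plus 3 SD, cut at about 24% in these data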;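 also: 0% = enzyme with DMSO and 100% = wells lacking PAFAH1B2; many of its hits are not listed in these tables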
Target sequence (P68402 whole entry, looked up): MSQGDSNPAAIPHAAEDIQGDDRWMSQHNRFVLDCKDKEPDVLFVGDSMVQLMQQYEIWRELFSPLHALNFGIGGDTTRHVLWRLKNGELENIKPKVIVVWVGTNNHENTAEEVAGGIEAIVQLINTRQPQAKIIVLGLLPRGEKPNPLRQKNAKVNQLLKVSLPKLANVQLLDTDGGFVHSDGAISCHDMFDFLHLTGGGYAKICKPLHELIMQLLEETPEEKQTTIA
GLD-1 RNA inh – GLD-1/TGE RNA complex disruptors, primary screen, biochemical, fluorescence polarization; Female germline-specific tumor suppressor gld-1 (Caenorhabditis elegans), Q17339; purified GLD-1 + fluorescein TGE RNA; inhibition, % at 5.96 µM; 0.44% of 320,000 active; AID 2280, 2010;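 active = percent inhibition above a per-plate cutoff, the plate mean of test compounds plus 3 SD, cut at about 30% in these data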;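 also: 0% = DMSO wells with GLD-1 and probe and 100% = wells lacking GLD-1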
Target sequence (Q17339 whole entry, looked up): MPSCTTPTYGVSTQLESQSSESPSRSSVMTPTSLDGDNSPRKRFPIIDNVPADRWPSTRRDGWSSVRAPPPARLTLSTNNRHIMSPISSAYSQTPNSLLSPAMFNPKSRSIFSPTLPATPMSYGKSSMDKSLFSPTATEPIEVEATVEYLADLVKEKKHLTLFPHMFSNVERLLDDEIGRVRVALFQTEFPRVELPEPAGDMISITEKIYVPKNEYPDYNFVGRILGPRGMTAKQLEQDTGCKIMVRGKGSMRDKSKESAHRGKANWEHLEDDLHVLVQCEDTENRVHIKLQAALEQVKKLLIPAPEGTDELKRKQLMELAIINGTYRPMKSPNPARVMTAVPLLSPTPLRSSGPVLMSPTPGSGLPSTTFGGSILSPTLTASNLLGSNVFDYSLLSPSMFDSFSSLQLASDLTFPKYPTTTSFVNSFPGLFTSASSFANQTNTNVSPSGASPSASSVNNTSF
MCL1-BIM inh – inhibitors of MCL1 binding to BIM-BH3, primary screen, biochemical, fluorescence polarization | Induced myeloid leukemia cell differentiation protein Mcl-1 (Homo sapiens), Q07820 | GST-MCL1 / FITC-Bim-BH3 fluorescence polarization | inhibition, % at 10.9 µM | 0.68% of 320,000 active | AID 2057, 2009;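 active = inhibition above the mean inhibition of all tested compounds plus 3 SD, set per campaign, cut at about 40% in these data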;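 also: 0% = DMSO wells and 100% = unlabeled Bim-BH3 peptide control; higher means more loss of mP so more displacement of Bim peptide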
* marks the source's active call; other numbers are inactive results; . = not tested or not shown. These rows are one share of the data; count on the stated rates, not on these rows.

SMILES	BCLXL inh	PME-1 inh	AHR activator	pPAFAH inh	Fam108B inh	MEX-5 binding	PAFAH1B2 FP inh	GLD-1 RNA inh	MCL1-BIM inh
CCC(Oc1ccc2ccccc2c1)C(=O)O (stereo unspecified)	4	0	5	-4	3	1.1	-2	-1	0
Cn1nc(C(=O)OCC(=O)Nc2cccc(S(=O)(=O)N3CCCC3)c2)c2ccccc2c1=O	5	1	-1	-2	-4	-2.0	1	-6	10
CCOC(=O)c1cn(CC)c2cc(N3CCN(C)CC3)c(F)cc2c1=O	-1	3	-1	-1	1	1.9	3	-2	0
COc1ccc([N+](=O)[O-])cc1NC(=O)CSc1ccc2ccccc2c1	-1	-16	14	0	-16	-1.9	3	-56	-2
N=c1ncn(CC(O)CN2CCOCC2)c2nc(N3CCOCC3)[nH]c12 (stereo unspecified)	4	-3	-2	9	1	-0.7	-1	1	3
c1cnc(N2CCSCC2)nc1	3	-1	6	1	10	1.1	-3	-12	-8
O=S(=O)(NCC1CCCO1)c1cnc(Cl)c(Cl)c1 (stereo unspecified)	1	2	-3	6	-10	0.0	3	6	7
COc1ccc(C(=O)C2CCCN(C(=O)C3CCOCC3)C2)cc1OC (stereo unspecified)	3	1	2	1	1	-0.9	-3	1	2
CCc1nc(SCC(=O)c2ccc(Cl)s2)c2oc3ccccc3c2n1	3	3	60*	-4	-5	-3.1	-1	-6	4
CCOc1ccc(OCCSc2nc(N)cc(=O)[nH]2)cc1	5	-2	7	9	0	-2.4	1	0	2
CN(C1CCCCC1)S(=O)(=O)c1ccccc1	-2	5	7	-2	-2	2.1	2	0	0
CC1C(=O)N2CCCc3cc(NS(=O)(=O)c4ccc([N+](=O)[O-])cc4)cc1c32 (stereo unspecified)	22	1	2	1	3	-7.0	4	7	25
O=C1CC2c3ccccc3C1C1C(=O)N(CCO)C(=O)C21 (stereo unspecified)	-10	-5	0	2	3	-0.6	6	12	0
O=C(O)c1cccc(OCCN2CCCC2=O)c1	3	4	2	-1	2	-1.1	1	7	20
O=C(O)CNC(=O)C(c1ccccc1)c1ccccc1	5	-6	0	4	-5	-0.2	6	3	-4
NC(=O)COc1ccc(/C=N\NC(=O)CC(=O)NCCc2ccccc2)cc1	7	-6	1	3	0	0.9	7	4	7
c1ccc(Cc2nn[nH]n2)cc1	1	9	0	1	-1	-1.9	2	-1	5
Cc1ccc(SCCN2CCN(CCc3ccccc3)CCC2=O)cc1	3	5	-1	15	3	2.3	3	5	1
CCc1c(C(=O)Nc2cc(C)cc(C)c2)[nH]c(C)c1C(C)=O	9	-3	-7	-1	-1	-3.0	7	7	9
O=C(c1cc(-c2ccccc2)n[nH]1)N1CCN(S(=O)(=O)c2ccccc2)CC1	0	-3	-3	8	3	2.7	8	4	9
CC1CN(CCc2ccccc2)c2nc3c(c(=O)n(C)c(=O)n3C)n2C1 (stereo unspecified)	-5	-4	15	-7	-2	0.4	4	-9	-2
COc1ccc(/C(C)=N/NC(=O)CNC(=O)CCc2ccccc2)c(OC)c1	2	-1	-1	4	-3	1.2	3	8	-3
NC(=O)C1(N2CCCCC2)CCN(C2CC(=O)N(Cc3ccc(N4CCCC4=O)cc3)C2=O)CC1 (stereo unspecified)	10	2	-5	11	-2	0.8	3	3	3
COc1ccc(CNC(=O)c2ccc3nccnc3c2)cc1	-9	-1	1	15	19*	0.1	1	-7	-5
Cc1ccc(S(=O)(=O)N(C)c2ccc(OC(=O)c3cccs3)cc2)cc1C	-5	-3	1	12	.	.	1	2	-1
Cc1cccc(N(CC(=O)N/N=C/c2cc([N+](=O)[O-])ccc2Cl)S(C)(=O)=O)c1C	1	-3	5	3	6	.	1	-6	-3
O=C(CCN1CCOCC1)Nc1cc(C(=O)Nc2ccccc2F)ccc1N1CC2CC(C1)c1cccc(=O)n1C2 (stereo unspecified)	4	1	-1	11	3	-8.5	7	2	17
COc1ccc(/C=N/NC(=O)CCSc2nc3ccccc3s2)cc1OC	4	5	10	5	-4	-2.1	1	3	6
CCN(CC)CCCNC(=O)C1c2cc(OC)c(OC)cc2C(=O)N(C)C1c1cccnc1 (stereo unspecified)	0	-2	1	3	1	-0.2	0	0	-3
O=C(c1cnc(N2CCN(c3ccccn3)CC2)c2ccccc12)N1CCN(c2cccc(Cl)c2)CC1	7	0	-2	9	-5	1.8	0	0	1

Reformatted comma-delimited: entries from further up.
structure,BCLXL inh,PME-1 inh,AHR activator,pPAFAH inh,Fam108B inh,MEX-5 binding,PAFAH1B2 FP inh,GLD-1 RNA inh,MCL1-BIM inh
COc1ccc(/C=N/NC(=O)CCSc2nc3ccccc3s2)cc1OC,4,5,10,5,-4,-2.1,1,3,6
CC1C(=O)N2CCCc3cc(NS(=O)(=O)c4ccc([N+](=O)[O-])cc4)cc1c32 (stereo unspecified),22,1,2,1,3,-7.0,4,7,25
NC(=O)COc1ccc(/C=N\NC(=O)CC(=O)NCCc2ccccc2)cc1,7,-6,1,3,0,0.9,7,4,7

(further entries)
SMILES	BCLXL inh	PME-1 inh	AHR activator	pPAFAH inh	Fam108B inh	MEX-5 binding	PAFAH1B2 FP inh	GLD-1 RNA inh	MCL1-BIM inh
O=S1(=O)CC2N=C(N(Cc3c(F)cccc3Cl)c3ccccc3F)SC2C1 (stereo unspecified)	6	9	0	12	1	3.8	0	5	-1
CN(C)c1ccc(-c2cc([C@H]3[C@@H]4C=CCC[C@@]4(C)C(=O)N3Cc3ccccc3)ccc2F)cc1	2	-3	4	3	-2	2.6	2	6	1
CC(C)(C)NCC1(CO)SC(N)=NC1=O (stereo unspecified)	8	0	-2	-2	4	-0.1	0	0	14
CC(C)NS(=O)(=O)c1ccc(CCC(=O)N2CCCC2)cc1	5	-3	0	6	0	-1.5	9	-10	1
CC(C)OCCCNCc1cccs1	8	5	-3	6	-1	-1.3	5	4	6
Cc1ccc(Sc2c(C)nn(C(=O)C3CC3)c2C)cc1	5	4	0	0	-2	-1.8	1	4	3
CCOC(=O)C1=C(C)NC(=O)NC1c1cn(-c2ccccc2)nc1-c1cccs1 (stereo unspecified)	-4	1	3	7	-3	-0.2	5	1	6
CCOCCCNS(=O)(=O)c1ccc(NC(=O)c2ccc(OC)c([N+](=O)[O-])c2)cc1	3	0	-1	2	-2	2.4	6	2	0
O=C(C[n+]1ccc2ccccc2c1)c1ccccc1	4	3	39	3	-3	0.1	9	0	-5
CCCCc1nnc(NC(=O)C(C)Sc2nc(C)cc(=O)[nH]2)s1 (stereo unspecified)	1	2	-2	6	0	-3.8	3	4	9
C#CC[N+](C)(C)CCCCCCCCCC	4	-1	12	2	4	-1.1	2	-4	2
Cc1cc(C)c(Cn2c(=O)n(CCCC(=O)NCc3ccco3)c(=O)c3sccc32)c(C)c1	1	-10	7	-2	-12	2.1	1	-4	4
COc1cc(/C=C/c2[nH]c(=O)[nH]c(=O)c2[N+](=O)[O-])ccc1OCCC(C)C	3	-1	1	3	3	-10	17	-2	-5
CCN(CC)S(=O)(=O)c1ccc(C(=O)Nc2ccc(Cc3ccncc3)cc2)cc1	7	-6	-5	2	-7	1.0	3	12	-4
COc1cc2c(cc1NC(=O)c1cccc(Br)c1)CCCC2	6	-2	18	8	1	1.6	-3	-1	-1
CC1(C)CC(=O)c2cc(OCC(=O)NCC3CCCO3)ccc2O1 (stereo unspecified)	3	-1	1	-1	3	0.2	3	-1	8
Cc1cc(/C=C2\SC(=O)NC2=O)c(C)n1-c1ccc(N(C)C)cc1	6	-2	2	15	4	2.8	6	4	14
CCCn1c2ccccc2c2cnn(CC(=O)N(CC)CC)c(=O)c21	7	2	1	0	2	0.2	3	-2	0
Cc1cccc(OCCSc2nc(N)cc(N)n2)c1	11	0	1	-4	1	-0.8	3	0	12
COc1ccc2nc(C)cc(Nc3ccc(N4CCN(C)CC4)cc3)c2c1	9	-5	16	2	2	1.4	0	2	11
COc1ccc(C(=O)CSc2n[nH]c(=O)[nH]c2=O)cc1	3	2	0	3	-1	-1.6	2	-7	3
Cc1ccc(C2=CSC3=NS(=O)(=O)CCN23)cc1C	0	1	-1	1	-4	3.2	5	1	-3
Cc1ccc(-n2nnnc2CNC(=O)C2CC(=O)N(c3ccccc3)C2)cc1C (stereo unspecified)	-1	-1	2	3	4	-2.0	0	4	-3
CN(C)C(CNS(=O)(=O)c1ccc(Br)cc1)c1cccnc1 (stereo unspecified)	3	5	2	4	0	0.2	6	3	2
O=C(OCC(=O)N1CCN(C(=O)c2ccco2)CC1)c1cc(=O)c2ccccc2o1	1	-3	1	-1	2	-1.8	1	9	0
NCCCCCNC(=O)c1nc[nH]c1C(=O)NCC(=O)OCc1ccccc1	.	.	0	2	.	.	1	2	.
CC(C)(C)C(=O)NC(=S)NCc1ccccc1	2	1	-4	0	-1	4.8	2	9	2
O=C(CSc1ccccn1)Nc1ccc2ccccc2c1	-2	-2	6	-5	1	-1.6	.	-1	-1
COCCNC(=O)c1cnn2c(C(F)F)cc(-c3ccc(C)cc3)nc12	6	-8	3	9	-6	-4.3	9	5	1
CCCOc1ccc(-c2csc(N)n2)cc1[N+](=O)[O-]	7	4	-2	6	4	0.1	2	4	5
Cc1ccc(Cl)c(OCC(=O)NCc2ccco2)c1	7	5	4	7	0	-1.1	3	5	4
COc1ccc(N2C(=O)C(CC(N)=O)N(NC(=O)CCc3ccccc3)C2=O)cc1 (stereo unspecified)	3	3	-1	0	0	2.6	1	2	4
COc1cc(C#Cc2c(-c3cncn3C)n(C)c3ccc(Br)cc23)cc(OC)c1	.	.	27	10	.	.	1	3	.
Nc1ccc(Br)cc1Br	-1	1	8	1	4	-0.9	7	-2	0
O=C1Cc2ccccc2C(=O)N1Cc1ccccc1	-3	-5	1	14	2	-2.2	-5	3	-14
O=C(CCCC(=O)n1cnc2ccccc21)n1cnc2ccccc21	6	3	1	3	5	3.8	-1	4	6
COc1ccc(NC(=O)CN2C(=O)C(C)SC(C)C2=O)c(OC)c1 (stereo unspecified)	3	2	1	0	3	1.3	0	-4	6
CN1CCN(c2ccc(CNS(=O)(=O)c3ccccc3)cc2)CC1	4	2	-1	3	3	-0.1	-2	4	1
C=CCNC(=O)c1onc(CSc2ccccc2)c1C(=O)NCC=C	1	-2	2	-1	3	1.1	-1	3	-2
COc1ccc(Cl)cc1NC(=O)C(C)Sc1nnc(C2CC2)n1C1CC1 (stereo unspecified)	2	1	1	0	.	.	-2	6	1
Cc1ccn2c(=O)nc(SCC(=O)N3CCCC3)nc2c1	11	-1	2	5	0	-1.7	2	14	8
CC1=NN(c2ccccc2)C(=O)/C1=C\C=C1/N(C)c2ccccc2C1(C)C	-49	3	42	9	-1	25	1	-120	-138
Cn1ncc(C#N)c1NC(=O)C1CC(c2ccccc2Cl)=NO1 (stereo unspecified)	3	-5	0	4	-1	2.8	.	0	-7
CCCC(=O)Nc1nnc(SCC)s1	8	-4	2	2	3	-1.5	1	1	3
